# AGP1 TOR yeast: alters AGP1-GFP fluorescence in TOR pathway yeast screen; S. cerevisiae AGP1-GFP multiplex flow cytometry, 3 h; GFP as percent of DMSO wells; GFP response vs DMSO, % at 10 µM; 320,000 tested, 0.02% active;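 active means GFP response relative to DMSO above a set limit, near screen average plus 3 SD, cut at about 150% in these data; inconclusive means fewer than 70 cells counted for the yeast strain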;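 further: median GFP channel fluorescence of the gated AGP1 strain per well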
# CIT2 TOR yeast: modulators of TOR pathway CIT2-GFP in S. cerevisiae. S. cerevisiae CIT2-GFP strain, flow cytometry, 3 h; 100 means same as DMSO wells. GFP response vs DMSO, % at 10 µM. 320,000 tested, 0.065% active. AID 2029;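 active means GFP response relative to DMSO above a set limit, near the screen mean plus 3 SD, cut at about 150% in these data; inconclusive means Fewer than 70 cells measured for a yeast strain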;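 further: ratio of well median GFP fluorescence to mean of DMSO wells on the plate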
# Yeast superoxide: yeast age-related superoxide inhibition as caloric restriction mimetic; S. cerevisiae aged cells, superoxide DHE fluorescence; hits give low values; superoxide response (% of plate mean), % at 10 µM; 330,000 tested, 0.18% active;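 active means superoxide response under a set limit, about three screen SD below normal, cut at about 65% in these data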;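 further: yeast aged for seven days with compound at 30 °C before DHE staining; 100% = average MFI of all compound-treated wells on the plate with controls excluded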
# AHR act: human AHR activation; AHR-responsive luciferase reporter cells, luminescence; activation, % at 5 µM; AID 2796; 320,000 tested, 2.5% active; in the data active means activation above about 47%;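 further: 0% = vehicle wells and 100% = reference agonist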
# Target sequence (P35869 whole entry, looked up): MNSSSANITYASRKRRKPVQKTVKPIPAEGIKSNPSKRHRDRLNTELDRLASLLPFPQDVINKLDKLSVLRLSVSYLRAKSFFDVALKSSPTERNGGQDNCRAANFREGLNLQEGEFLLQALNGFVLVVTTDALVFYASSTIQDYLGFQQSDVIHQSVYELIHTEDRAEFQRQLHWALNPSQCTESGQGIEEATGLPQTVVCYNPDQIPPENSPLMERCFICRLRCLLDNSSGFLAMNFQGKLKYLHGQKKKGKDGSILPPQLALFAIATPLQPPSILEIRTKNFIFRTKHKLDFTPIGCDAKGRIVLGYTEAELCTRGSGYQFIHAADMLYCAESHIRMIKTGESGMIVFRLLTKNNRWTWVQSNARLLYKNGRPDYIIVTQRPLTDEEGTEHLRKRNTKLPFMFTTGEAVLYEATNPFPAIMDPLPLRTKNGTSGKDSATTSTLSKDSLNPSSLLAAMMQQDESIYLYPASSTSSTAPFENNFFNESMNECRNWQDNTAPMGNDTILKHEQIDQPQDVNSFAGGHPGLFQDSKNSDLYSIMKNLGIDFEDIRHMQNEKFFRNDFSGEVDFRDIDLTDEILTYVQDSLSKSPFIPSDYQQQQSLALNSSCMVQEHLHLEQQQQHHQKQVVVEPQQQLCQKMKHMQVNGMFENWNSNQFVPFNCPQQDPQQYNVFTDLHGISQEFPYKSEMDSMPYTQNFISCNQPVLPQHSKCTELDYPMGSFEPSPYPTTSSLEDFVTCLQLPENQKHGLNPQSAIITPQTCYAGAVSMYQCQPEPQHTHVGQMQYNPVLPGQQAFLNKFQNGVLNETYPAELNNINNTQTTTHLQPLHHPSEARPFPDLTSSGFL
# Efflux pump inh: blocks antifungal efflux pumps in multiplex yeast assay; S. cerevisiae Candida pump triplex, Nile Red efflux; inhibition, % at 10 µM; 330,000 tested, 0.44% active; AID 485275;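 active means plate passing quality check with inhibition over a set limit, or well fluorescence over plate mean plus 4 SD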;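 further: Nile Red retained in pooled yeast measured as flow cytometry median fluorescence; 0% = buffer negative control and 100% = Enniatin B positive control; higher means more Nile Red kept so more efflux inhibition; some compounds called inactive have numbers as strong as hits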
# MEP2-GFP yeast: yeast TOR pathway MEP2-GFP modulation | S. cerevisiae MEP2-GFP strain, flow cytometry GFP, 3 h; 100% = DMSO control level | GFP response vs DMSO, % at 10 µM | 330,000 tested, 0.51% active | AID 2016;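 active means GFP response versus DMSO above a set limit, roughly screen mean plus 3 SD, cut at about 180% in these data; inconclusive means fewer than 70 cells counted for a yeast strain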;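 further: median GFP fluorescence of the barcode-gated MEP2-GFP cells per well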
# LAP4-GFP MLPCN: modulators of TOR pathway LAP4-GFP in S. cerevisiae | GFP response vs DMSO, % at 10 µM | 320,000 tested, 0.34% active | S. cerevisiae LAP4-GFP multiplex, flow cytometry GFP, 3 h; median GFP as percent of DMSO wells;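 active means GFP response vs DMSO above a set limit, about the screen mean plus 3 SD, cut at about 150% in these data; inconclusive means under 70 cell events counted for the yeast strain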
# RPL19A-GFP yeast: modulators of TOR pathway RPL19A-GFP in S. cerevisiae. percent response vs DMSO, % at 10 µM. 330,000 tested, 0.3% active. S. cerevisiae RPL19A-GFP strain, flow cytometry, 3 h; hits give low values;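 active means percent response vs DMSO below 50%; inconclusive means fewer than 70 events counted for the yeast strain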;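 further: median channel GFP fluorescence of the barcoded RPL19A-GFP strain; ratio of sample median GFP to plate DMSO average so 100% = DMSO; lower means less RPL19A-GFP as with rapamycin TOR inhibition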
# Starred values were filed as active, the others as inactive; u = inconclusive; x = not tested or not shown.
SMILES,AGP1 TOR yeast,CIT2 TOR yeast,Yeast superoxide,AHR act,Efflux pump inh,MEP2-GFP yeast,LAP4-GFP MLPCN,RPL19A-GFP yeast
COC(=O)/C(C#N)=C/c1c(N2CCN(c3ccccc3)CC2)nc2ccccn2c1=O,101,100,96,3,-0.1,106,102,99
Cc1c(C2C(C#N)=C(N)N(c3cccc([N+](=O)[O-])c3)C3=C2C(=O)CCC3)cnn1C (configuration not stated),103,98,91,2,0.0,101,95,109
Cc1cccc(NC(=O)c2cnn3ccccc23)c1C,103,102,96,0,0.0,106,99,102
CCN1CCN(C(=O)c2sc3ncnc(N4CCc5ccccc5C4)c3c2C)CC1,110,107,103,49*,-0.4,112,101,108
CCN(CC)S(=O)(=O)c1ccc(N2CCOCC2)c(NC(=O)c2ccc(OC)c([N+](=O)[O-])c2)c1,98,72,84,0,-0.1,89,85,97
CC(C)c1ccc(S(=O)(=O)N2CCC(C(=O)N3CCC3)CC2)cc1,113,95,104,0,-0.1,104,114,103
CC1CCc2nc3ccc(S(=O)(=O)N4CCC(C(=O)N5CCCCCC5)CC4)cc3c(C(=O)O)c2C1 (configuration not stated),97,91,94,8,0.3,97,88,99
COc1ccc(OCCCC(=O)ON=C(N)c2ccccc2C)cc1,102,103,99,1,0.1,103,111,105
CN(C)S(=O)(=O)Oc1ccc(C(=O)Nc2ccc([N+](=O)[O-])cc2)cc1,94,97,108,2,-0.1,94,84,99
O=C(Nc1cc(C(F)(F)F)ccc1N1CCCCC1)c1cccc([N+](=O)[O-])c1,95,88,103,27,0.2,102,99,96
Cc1ccc(C(=O)OCC(=O)Nc2ccc(F)c(Cl)c2)o1,92,89,102,-1,-0.3,97,100,95
C/C(=N/NS(=O)(=O)c1ccc(F)cc1)c1ccncc1,95,92,97,2,0.0,93,84,106
CC(=O)c1cccc(NC(=O)c2cc(C(C)C)on2)c1,97,100,79,12,-0.1,103,105,97
O=C(NNC(=O)c1ccc2ccccc2n1)c1ccc(O)cc1,101,96,118,-4,0.1,103,105,98
C=CCCC(=O)N1CCCC(C(=O)c2cccc(OC)c2)C1 (configuration not stated),104,112,94,20,0.0,100,95,104
O=C(CC1CCC1)Nc1cccc2c([N+](=O)[O-])cccc12,101,103,102,-1,0.2,111,102,104
Cc1cc(=O)n(CCC(=O)O)c2ccccc12,98,105,92,0,-0.1,99,91,95
COCCCNC(=O)Cc1ccc(S(=O)(=O)N2CCOCC2)s1,96,87,85,0,0.0,93,102,97
CN(C)c1nc(N)nc(CSc2nnnn2-c2cccc3ccccc23)n1,98,99,96,-9,0.5,101,94,97
O=C(NCCCN1CCN(c2ccccc2F)CC1)Nc1ccccc1[N+](=O)[O-],109,100,120,5,0.0,98,109,100
O=C(CSc1nccc2ccccc12)N1CCN(Cc2ccc3c(c2)OCO3)CC1,99,101,84,3,-0.2,101,91,98
Cc1ccc(C)c(N(C(=O)CCC(=O)Nc2cc(C)on2)C(C(=O)NC2CCCC2)c2ccco2)c1 (configuration not stated),95,96,104,0,0.1,97,93,100
CCCN(CC(=O)Nc1ccccc1C)CC(=O)Nc1ccc(Br)cc1F,93,97,98,11,0.1,104,87,103
CNS(=O)(=O)c1ccc(N=Cc2c(C)[nH]n(-c3ccc(C)cc3C)c2=O)cc1,96,96,102,0,0.0,97,94,98
CC1CCCCC1NC(=O)/C(C#N)=C/c1ccc(F)c(F)c1 (configuration not stated),95,84,103,-2,0.0,91,123,97
Cc1ccc(N=Nc2ccc(O)c3ncccc23)cc1C,94,102,92,46,-0.2,107,132,103
O=S(=O)(NNc1ncc(C(F)(F)F)cc1Cl)c1ccc(F)cc1F,86,95,144,114*,0.6,88,80,90
Cc1nc(SCc2nc3ccc(Br)cc3[nH]2)c2oc3ccccc3c2n1,96,84,114,13,-0.1,95,140,89
COc1ccc2c(c1OC)C(=O)N1N=C(c3ccc(F)cc3)CC21 (configuration not stated),96,98,98,13,0.1,104,105,105
Cc1ccc(OCC(=O)N(C)CC(=O)Nc2ccc(F)c(F)c2F)cc1,97,81,91,3,0.3,96,100,89
CCN(CC)C(=O)Cn1cnc2sc(C(=O)N3CCN(Cc4ccc5c(c4)OCO5)CC3)c(C)c2c1=O,105,107,91,-1,-0.1,110,103,104
CC(CC(=O)N1CCN(c2ccc(C(F)(F)F)cn2)CC1)n1ccnc1 (configuration not stated),95,98,78,5,0.0,102,93,106
CCOc1ccc(Cn2nnc(-c3ccc(S(C)(=O)=O)cc3)n2)cc1OCC,90,77,87,1,0.1,94,82,86
CC(=O)O[C@H]1CSC[C@H]1NC(=O)c1ccccc1,103,101,106,-2,0.0,100,98,98
CCOC(=O)c1ccc(NC(=O)C2CC(O)CN2S(=O)(=O)c2ccc(C)cc2)cc1 (configuration not stated),103,106,94,0,0.2,98,102,100
O=C(CCNC(=O)N1CC(=O)Nc2ccccc21)Nc1cccc(Cl)c1,106,104,94,14,-0.1,104,96,105
O=C(Nc1ccccc1N1CCOCC1)c1cccc(Oc2ccccc2)c1,106,101,103,7,0.0,102,102,102
O=C(Cc1ccc(NS(=O)(=O)c2cccc(C(F)(F)F)c2)cc1)NCCN1CCOCC1,109,114,92,2,0.0,113,104,108
Cc1nn(C)cc1CNC(=O)c1cccc(F)c1,102,103,101,2,0.1,103,98,110
CCOc1ccc(/C=N/Nc2cc(=O)n(C)c(=O)n2C)cc1,112,109,95,34,-0.3,93,87,115
COc1ccc(OC)c(C(=O)CSc2nnc(-c3cccs3)n2C)c1,102,99,97,-1,-0.1,99,101,102
CCO[C@@H]1OC(C(N)=O)=C[C@H](c2ccc3c(c2)OCO3)[C@H]1CCCO,91,111,107,7,0.1,89,136,96
CCCCCCCCC(=O)NCCOc1ccc(OC)cc1,97,95,98,-2,0.3,120,115,103
O=C(Nc1ccccc1)Nc1ccc(Cl)c([N+](=O)[O-])c1,90,102,93,14,0.4,88,85,96
CC1=C(C#N)C(Nc2cccc(C)n2)(C(F)(F)F)C(=O)N1 (configuration not stated),96,95,110,4,-0.2,97,94,95
CC1CCN(C(=O)Cn2cc3c(n2)CCCC3)CC1,112,104,87,0,-0.2,103,102,103
O=C(COc1ccccc1)NCCSCc1ccco1,102,97,94,2,0.2,94,103,96
CC[C@@H](C)[C@H](CN[C@H](CNC)[C@@H](C)O)NCCc1ccc(OC)cc1,81,72,91,4,-0.1,94,119,94
Oc1[nH]c(=S)sc1/C=C1\C(c2ccccc2)=Nc2ccccc21,97,88,92,45,0.0,92,100,93
CCCCCCCOc1ccc(C2CC(=O)N(C)C2=O)cc1 (configuration not stated),96,98,112,-1,0.1,102,92,104
COc1cccc(/C=C/C(=O)c2ccc(C)c([N+](=O)[O-])c2)c1,93,84,94,-4,0.1,97,123,97
O=C(O)c1ccc(OCCCCCCOC2CCCCO2)cc1 (configuration not stated),95,101,123,0,-0.6,96,79,101
Cc1ccccc1NC(=O)CCN1C(=O)CSC1=O,107,114,86,-1,-0.2,104,105,107
O=C(Nc1ccccc1-c1nnn(CC(=O)N2CCOCC2)n1)c1ccccc1F,101,103,104,-2,0.0,101,93,105
Cn1c(=O)c2c(nc(N3CCc4ccccc4C3)n2Cc2ccccc2F)n(C)c1=O,96,93,112,1,0.2,98,101,95
Cc1onc(-c2ccccc2)c1C(=O)Nc1sc2c(c1C#N)CCC(C)C2 (configuration not stated),90,87,104,0,0.1,101,91,93
CCCNC1=C(C)C(=O)CC1,97,104,87,-1,0.0,99,96,94
O=C(COc1ccc(Cl)cc1Cl)Nc1ccc(CN2CCCCC2)cc1,107,107,84,0,0.0,103,100,101
O=C(Nc1nc2c(Cl)cccc2s1)c1ccc(Br)o1,97,102,117,102*,0.1,99,92,97
CC1=C(C(=O)OCC(C)C)C(c2ccc(Br)s2)NC(=O)N1 (configuration not stated),96,98,111,-1,0.3,96,99,97
# (more compounds)
SMILES,AGP1 TOR yeast,CIT2 TOR yeast,Yeast superoxide,AHR act,Efflux pump inh,MEP2-GFP yeast,LAP4-GFP MLPCN,RPL19A-GFP yeast
C=CCOc1ccc(CNn2nnnc2N)cc1,92,92,108,6,0.0,98,94,95
O=C(Cc1ccccc1)Nc1cccc(C(=O)N/N=C/c2ccco2)c1,98,96,97,1,-0.1,101,99,102
COc1cc2c(cc1OC)-c1cc(OCCN3CCOCC3)nc(=O)n1CC2,105,99,74,2,-0.1,110,104,103
Cc1ccc(C)c(S(=O)(=O)NC(C)CCc2ccccc2)c1 (configuration not stated),89,86,97,1,0.2,96,85,94
CCC1Oc2ccccc2N(CC(=O)NCCCN2CCCCC2CC)C1=O (configuration not stated),100,100,85,-1,-0.1,100,104,97
Cc1ccc(C)c(C(=O)COC(=O)c2n[nH]c3ccccc23)c1,100,102,134,6,0.3,97,107,95
CCCCCCn1cc(C(=O)O)c(=O)c2cc(F)c(N3CCCCC3)cc21,97,102,91,6,0.0,101,88,104
Cc1ccc(NCc2ccc(C)s2)cc1,101,93,102,-4,0.2,101,93,100
O=C(NNC(=O)c1ccc2ccccc2c1O)c1cccs1,100,93,95,5,0.0,102,92,108
CN(C)c1nc(N)nc(CSc2nc3c(c(=O)n(C)c(=O)n3C)n2Cc2ccccc2F)n1,98,93,109,5,1.0,97,98,93
Cc1cc(C)n(CC(O)COc2ccccc2C(=O)Nc2ccccc2)n1 (configuration not stated),103,99,100,2,0.0,110,103,102
COc1ccc(Cl)cc1NC(=O)CCN1CCN(c2ccccc2C)CC1,100,106,82,4,-0.3,102,101,98
COc1ccc(C(=O)N(C)C(C)c2ccon2)cc1OC1CCN(C(C)C)CC1 (configuration not stated),86,92,94,1,-0.1,u,u,91
COc1ccc(CCNC(=O)/C(C#N)=C/c2ccc(OCC(=O)NCC3CCCO3)cc2)cc1OC (configuration not stated),99,97,99,0,0.0,101,98,97
Cc1ccc(C(=O)NCCc2nnc3ccc(NCc4ccc5c(c4)OCO5)nn23)cc1,103,100,88,17,-0.4,101,94,98
COc1cc(OC)cc(C(=O)OCC(=O)NCc2ccc3c(c2)OCO3)c1,106,105,97,-2,-0.1,105,104,107
COc1ccc(N2CCN(C(=O)CCN3C(=S)NC(C)(C)CC3C)CC2)cc1 (configuration not stated),90,85,88,-1,0.0,105,102,97
CCOC(=O)c1sc(=NC(=O)c2ccc(Cl)s2)n(C)c1C,100,95,106,21,0.5,93,107,93
Cc1cc(C)cc(NC(=O)CSc2nc(=O)n(CCN3CCOCC3)c3c2CCCC3)c1,108,96,90,-1,-0.1,91,120,97
N#Cc1c(=O)c2nc(NCCCO)ncc2n2c(=O)c3ccccc3[nH]c12,93,92,74,0,0.0,103,101,93
O=C(CCCN1C(=O)C(c2ccccc2)Oc2cccnc21)Nc1ccccc1Cl (configuration not stated),100,104,88,4,-0.1,105,95,96
CC1CCN(C(=O)Cn2cc(C(=O)C3CC3)c3ccccc32)CC1,x,109,111,4,0.1,110,110,99
O=C(NCc1ccc(F)cc1)C1(S(=O)(=O)c2ccc(Cl)cc2)CC1,103,101,94,1,-0.1,101,103,102
COCCNC(=O)COc1ccc(N(C)S(=O)(=O)c2ccc3ccccc3c2)cc1,88,91,99,6,0.2,77,76,84

# Quoted at random: 2 compounds from above.
SMILES,AGP1 TOR yeast,CIT2 TOR yeast,Yeast superoxide,AHR act,Efflux pump inh,MEP2-GFP yeast,LAP4-GFP MLPCN,RPL19A-GFP yeast
COCCNC(=O)COc1ccc(N(C)S(=O)(=O)c2ccc3ccccc3c2)cc1,88,91,99,6,0.2,77,76,84
O=C(CCCN1C(=O)C(c2ccccc2)Oc2cccnc21)Nc1ccccc1Cl (configuration not stated),100,104,88,4,-0.1,105,95,96
